TPT1 inh: C. albicans TPT1 enzyme inhibition; AID 1962; recombinant caTPT1, FP RNA substrate dephosphorylation; inhibition, % at 5 µM; 300,000 tested, 0.81% active;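 active = inhibition above the mean of all tested compounds plus 3 SD, set per screening campaign, cut at about 24% in these data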;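 also: plate controls were DMSO alone for no effect and ferristatin control at 100 nM for full effect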
HCV core dimer: HCV core protein dimerization inhibition; inhibition, % at 5 µM; 300,000 tested, 0.33% active; AID 1899; TR-FRET GST/Flag-core106 dimerization, 1536-well;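 active = inhibition above the mean of all tested compounds plus 3 SD, set per screening campaign, cut at about 45% in these data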
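test system = GST/Flag-tagged HCV core106 proteins | probe or stimulus = Eu donor and XL665 acceptor anti-tag antibodies | times = compound-protein-antibody incubation 4 h at 22.5 °C | signal = TR-FRET, excitation 340 nm, emission 617 and 671 nm | measure = percent inhibition of core106 dimerization signal | controls = wells lacking GST-core106 and wells with excess unlabelled core106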
PP1 inh: blocks human PP1-alpha phosphatase, a PP5 counter-screen. P62136. inhibition, % at 6.7 µM. purified PP1alpha, OMFP fluorescence. 320,000 tested, 0.9% active;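 active = inhibition above the mean inhibition of all tested compounds plus 3 SD, computed separately for each screening campaign, cut at about 15% in these data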
Target sequence (P62136 whole entry, looked up): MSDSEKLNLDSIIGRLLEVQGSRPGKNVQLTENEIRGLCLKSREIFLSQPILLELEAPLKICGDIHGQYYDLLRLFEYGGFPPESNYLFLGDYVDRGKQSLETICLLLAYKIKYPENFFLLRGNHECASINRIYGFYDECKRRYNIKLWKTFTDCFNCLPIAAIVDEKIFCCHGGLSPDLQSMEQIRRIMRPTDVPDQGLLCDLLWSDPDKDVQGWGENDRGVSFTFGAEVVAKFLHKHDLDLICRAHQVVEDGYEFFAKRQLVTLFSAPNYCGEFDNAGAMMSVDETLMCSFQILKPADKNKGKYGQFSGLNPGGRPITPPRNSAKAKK
CTSL1 counter: blocks F. hepatica cathepsin L1 in PFM18AAP counter-screen; inhibition, % at 5.96 µM; 300,000 tested, 0.49% active; recombinant F. hepatica cathepsin L1, Z-Leu-Arg-MCA fluorescence;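 active = inhibition above the mean of all tested compounds plus 3 SD, set per screening campaign, cut at about 17% in these data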;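 also: 0% = plate median of test compound wells and 100% = 1 µM Z-Phe-Ala-diazomethylketone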
PP5 inh: inhibitors of human protein phosphatase 5 (PP5). P53041. purified PP5c, OMFP substrate fluorescence. inhibition, % at 6.7 µM. 320,000 tested, 0.18% active;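 active = inhibition above the campaign's mean inhibition across all tested compounds plus 3 SD, cut at about 9.5% in these data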;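 also: 0% = DMSO only and 100% = 100 µM cantharidin control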
proCasp3 act: activators of human procaspase-3 | 330,000 tested, 0.11% active | recombinant procaspase-3 D3A, Ac-DEVD-pNA absorbance 405 nm | activation, % at 8.5 µM | AID 463141;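 active = activation above the mean of all tested compounds plus 3 SD, cut at about 21% in these data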;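 also: 0% = DMSO alone and 100% = DMSO wells spiked with extra 5 µM PC-3 D3A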
Target sequence (P42574 whole entry D9A/D28A/D175A): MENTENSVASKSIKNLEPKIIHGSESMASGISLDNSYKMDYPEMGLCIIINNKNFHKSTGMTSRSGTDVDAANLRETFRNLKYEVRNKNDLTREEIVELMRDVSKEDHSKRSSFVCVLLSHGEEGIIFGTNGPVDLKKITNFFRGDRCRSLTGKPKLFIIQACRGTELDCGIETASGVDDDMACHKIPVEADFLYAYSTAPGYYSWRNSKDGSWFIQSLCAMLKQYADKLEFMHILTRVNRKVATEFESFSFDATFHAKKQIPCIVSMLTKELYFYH
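Assay system – Procaspase-3 D3A mutant, all three cleavage aspartates alanine · Controls – DMSO-only low control, 5 µM PC-3 D3A high control · Schedule – 1 h compound preincubation, 2 h substrate hydrolysis at 25 °C · Signal – 405 nm absorbance of p-nitroaniline, reads at 0 and 120 min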
GASC-1 inh: human JMJD2C demethylase inhibition | Q9H3R0 | GST-JMJD2C(1-420) H3K9me3 demethylation, DELFIA europium | inhibition, % at 2.35 µM | 330,000 tested, 0.069% active | AID 2099;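 active = more than half of a compound's replicate wells show inhibition beyond 50%, single wells judged on their own value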;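 also: signal counts dimethyl H3K9 product captured on neutravidin plate; 0% = median of DMSO wells and 100% = 0.3 times that DMSO median; strong numbers were not always called active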
Target sequence (Q9H3R0 1-420 limits assumed): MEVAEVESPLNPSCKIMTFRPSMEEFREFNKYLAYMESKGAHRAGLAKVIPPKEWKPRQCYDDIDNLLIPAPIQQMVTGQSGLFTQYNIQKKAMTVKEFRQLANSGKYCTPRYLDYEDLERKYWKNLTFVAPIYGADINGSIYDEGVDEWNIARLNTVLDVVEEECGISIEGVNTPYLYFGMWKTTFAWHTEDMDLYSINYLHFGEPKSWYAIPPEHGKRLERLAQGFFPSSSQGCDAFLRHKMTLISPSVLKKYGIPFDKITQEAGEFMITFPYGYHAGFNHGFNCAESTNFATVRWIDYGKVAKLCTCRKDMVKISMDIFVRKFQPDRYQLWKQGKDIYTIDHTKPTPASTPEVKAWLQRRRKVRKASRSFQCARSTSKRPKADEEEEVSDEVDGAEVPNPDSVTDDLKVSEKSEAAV
Efflux pump mplx: inhibitors of Candida antifungal efflux pumps expressed in yeast; S. cerevisiae Candida pump triplex, Nile Red efflux; inhibition, % at 10 µM; 330,000 tested, 0.44% active;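 active = plate passing quality check with inhibition over a set limit, or well fluorescence over plate mean plus 4 SD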;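 also: Nile Red retained in pooled yeast measured as flow cytometry median fluorescence; 0% = buffer negative control and 100% = Enniatin B positive control; higher means more Nile Red kept so more efflux inhibition; some compounds called inactive have numbers as strong as hits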
proCasp7 act: counter-screen for procaspase-3 activators: activators of human procaspase-7; recombinant procaspase-7, Ac-DEVD-pNA absorbance 405 nm; D23A/D198A/D206A triple mutant, cannot self-cleave; scale: DMSO 0, 5 µM enzyme 100; 330,000 tested, 0.093% active; P55210; activation, % at 8.5 µM;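 active = percent activation above the screen-wide mean plus 3 SD, cut at about 25% in these data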
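Assay system – Uncleavable procaspase-7 mutant enzyme · Quantity – 2 µM procaspase-7 mutant as dispensed · Times – 1 h preincubation, 2 h reaction · Dosing – single nominal 8.5 µM compound dose, 0.8% DMSO final · Buffer or medium – Zinc-free 50 mM HEPES buffer, pH 7.4, with NaCl and Triton X-100 · Detection – Epi-absorbance of released pNA at 405 nm, two timepoints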
The depositor's hits bear a star; i = inactive; . = not tested or not shown; & = joins results of further samples. Not a hit list; about 2.9% have a hit in one of these screens.

SMILES	TPT1 inh	HCV core dimer	PP1 inh	CTSL1 counter	PP5 inh	proCasp3 act	GASC-1 inh	Efflux pump mplx	proCasp7 act
CCOC(=O)Cc1csc(NC(=O)COc2ccc3ccccc3c2)n1	-2	19	-2	-1	1.5	-7	5	0.1	0
O=S(=O)(c1ccc(NC(=S)NC2CC2)cc1)N1CCOCC1	-3	0	-2	-2	0.5	2	-5	-0.1	-3
O=C(/C=C/c1ccc(Cl)cc1Cl)n1cccn1	-6	6	2	-3	0.1	-5	-4	-0.1	-2
CCOC(=O)N1CCC(N2C(=O)c3ccc(C(=O)NCCC(C)C)cc3C2=O)CC1	-7	-2	2	-8	2.8	1	-3	0.4	-7
Cc1ccc(OCC(=O)NNC(=O)CSc2ncc(C#N)c(N)n2)cc1	17	-6	-5	-17	-1.2	-9	-5	18*	-16
CC(C)CN1CCN(Cc2cccn2-c2cccnc2)CC1CCO (stereo not given)	-1	2	-4	-2	-2.4	2	24	0.2	0
CCOc1ccc(N=c2scc(-c3ccc(OC)cc3)n2CCO)cc1	-2	-3	0	3	5.4	-13	-1	0.3	-24
CCN(CC)c1cc(Oc2ccccc2)ncn1	-4	3	-3	-2	4.0	7	-10	0.2	0
O=c1oc2cc(S(=O)(=O)NCCCO)ccc2c2ccc(S(=O)(=O)NCCCO)cc12	0	-2	-5	-5	-1.7	4	-6	-0.1	11
O=C(N(c1ccccn1)c1ccccn1)C12CC3CC(CC(Cl)(C3)C1)C2	1	3	7	1	-2.5	-1	-23	0.1	2
CC(=O)c1cccc(NC(=O)CSCc2ccc(Br)cc2)c1	2	-6	1	-4	5.1	-2	8	0.3	2
CC(C)C(=O)N1CCC2(CC1)Oc1ccc(Cl)cc1C(=O)C21CC(c2ccccc2)=NO1 (stereo not given)	-1	8	6	-3	5.0	-1	3	0.4	-5
Cc1ccc(-c2cc(-c3ccccc3)c3c(N)c(S(C)(=O)=O)sc3n2)cc1	-5	10	5	1	1.9	-11	11	0.0	-13
CCC(C(=O)OC)n1cnc2c(nnn2-c2ccc(C)cc2)c1=O (stereo not given)	1	-4	-2	-2	0.0	-4	22	0.0	8
CCCCC(=O)Nc1ccc(C)c(O)c1	5	1	-2	0	0.0	2	16	-0.1	-5
Cc1cccc(NC(=O)C2CCN(S(=O)(=O)c3c(C)c(C)cc(C)c3C)CC2)n1	-1	5	-7	-8	0.0	0	9	0.0	8
O=C1C(Cl)=C(NCCN2CCCCC2)C(=O)c2ccccc21	-3	-3	-4	54*	3.4	5	34	-0.1	-1
O=C(CN(CC1CCCO1)C(=O)CNS(=O)(=O)c1ccccc1)NCc1ccc(F)cc1 (stereo not given)	1	-1	-3	1	1.7	9	8	-0.1	2
O=C(NN=C1CCCCCC1)c1cc2ccccc2cc1O	15	-1	3	-7	1.3	2	-9	-0.4	-5
CSCCC(NC(=O)c1ccccc1)C(=O)NCc1ccco1 (stereo not given)	2	-1	-2	-1	2.7	4	5	-0.2	-2
CC(C)CNc1c(N)c(=O)oc2ccccc12	3	-6	1	0	2.5	-6	5	0.1	16
CN1CCN(/N=C/c2ccc(OCc3ccccc3)cc2)CC1	-3	0	-4	3	0.1	8	18	0.1	2
O=C(CSc1nc(-c2ccc(F)cc2)cs1)NC(=O)NCc1ccco1	-1	43	1	-1	1.1	16	-6	-0.2	2
COc1ccccc1NC(=O)Cn1c(=O)oc2cc(S(=O)(=O)N3CCCC3)ccc21	1	1	0	-2	2.2	-9	-14	-0.1	5
CC(NC(=O)CN(c1ccc(Cl)cc1)S(C)(=O)=O)c1ccccc1 (stereo not given)	2	1	1	-5	1.6	-8	-14	0.1	3

Other records follow.
SMILES	TPT1 inh	HCV core dimer	PP1 inh	CTSL1 counter	PP5 inh	proCasp3 act	GASC-1 inh	Efflux pump mplx	proCasp7 act
Cc1oc(-c2ccccc2Cl)nc1CN(Cc1ccccn1)C[C@@H]1CCC(=O)N1	-2	6	-1	-1	1.8	-2	-2	0.1	-5
COc1ccc(C(=O)N/N=C/c2ccc(OC)c(CN3CCN(c4ccc(F)cc4)CC3)c2)cc1	1	-4	-1	4	-1.4	1	27	0.2	6
O=C(OCCN1C(=O)c2ccccc2C1=O)C1CCN(S(=O)(=O)c2cccs2)CC1	5	3	-2	3	1.7	-6	5&13	0.0	11
COc1ccc(-c2nnc(SCc3nnc(-c4ccccc4)o3)n2C)cc1OC	-6	-7	-3	-2	1.4	-1	-1	0.0	11
COC(=O)c1cc(S(=O)(=O)NCc2cccc(Br)c2)c[nH]1	-1	-4	2	2	1.7	-8	i	0.1	-9
Cc1cccn2c(=O)nc(SCC(=O)Nc3ccc4c(c3)OCO4)nc12	0	2	0	7	-3.5	-5	7	0.3	14
CCN(C(=O)CSc1nnnn1-c1cc(C)ccc1OC)C1CCS(=O)(=O)C1 (stereo not given)	-4	1	0	-2	-0.2	4	7&0	0.0	0
CCCC1C(=O)Nc2ccccc2N1C(=O)c1cccc(C)c1 (stereo not given)	1	3	-1	-2	1.9	-3	6	0.2	-5
O=[N+]([O-])c1ccc(-c2nc(-c3cccs3)c(-c3cccs3)[nH]2)cc1	63*	14	5	4	3.7	-15	11	0.4	-13
COc1ccc(C2C(C(=O)N3CCCC3)c3cc(OC)c(OC)cc3C(=O)N2C)cc1 (stereo not given)	-1	4	0	3	4.0	-8	4	0.0	18
Cc1ccc(-n2[nH]c(C)c(C=Nc3ccc4[nH]c(=O)[nH]c4c3)c2=O)cc1C	-34	-4	3	2	2.8	-21	-22	0.3	-22
CNc1cc(CSc2ccc(Cl)cc2)nc(C)n1	-2	13	6	0	-0.4	6	3	0.0	-3
Cc1cccc(N2C(=O)CN=C2Nc2nc(C)cc(C)n2)c1	1	0	3	2	3.3	2	-10	-0.1	4
COc1cc(CNCCc2ccc(S(N)(=O)=O)cc2)ccc1OCc1ccc(Cl)cc1	-1	-7	7	-3	1.0	0	-7	-0.1	7
CCCCOc1ccc(/C(O)=C2/C(=O)C(=O)N(CCCOC)C2c2ccncc2)cc1 (stereo not given)	-3	-3	1	1	-3.2	1	1	-0.1	-1
CC(=O)Nc1ccc(S(=O)(=O)NCC2CCC(C(=O)NC(C)c3ccc4c(c3)OCCO4)CC2)cc1 (stereo not given)	-4	-1	-3	-3	-1.4	2	-3	0.0	6
COc1ccc(CNC(=O)c2cc3c(=O)n4ccccc4nc3n(CC3CCCO3)c2=N)cc1 (stereo not given)	5	0	0	2	1.8	0	-4	-0.2	-4
COc1c(F)c(F)cc2c(=O)c(C(=O)O)cn(C3CC3)c12	0	-6	0	5	-0.4	-6	-2	0.1	6
CC(C)C(CCNCc1ccccn1)c1ccc(Cl)cc1 (stereo not given)	-3	4	-3	4	2.5	-2	-7	0.0	3
CCc1c(C)nc2cc(-c3ccccc3)[nH]n2c1=O	-3	-2	-3	-2	1.2	9	26	-0.1	1
Cc1cc(C(=O)CSc2nnc(-c3ccc4c(c3)OCO4)o2)c(C)n1-c1ccc(F)cc1	-4	-6	-1	-1	-1.2	7	-15	-9.9	-1
COc1ccc2[nH]c(=O)c(CN(C(=O)c3cccnc3)c3ccccc3)cc2c1	9	0	-2	0	1.2	-5	1	-0.1	-6
CCc1cc2cccc(C)c2nc1SCC(=O)c1ccc(NC(C)=O)cc1	0	-1	-2	-2	5.5	-7	3	0.0	-2
Cc1cc2ccccn2c1C(=O)c1cccc(S(=O)(=O)N2CCOCC2)c1	-3	13	3	0	1.4	1	7	0.2	-5
O=c1oc2ccc(C#CC3(O)CCCCC3)cc2cc1-n1cc(-c2ccsc2)nn1	.	.	-1	.	0.8	8	5	-0.1	6

Continued:
SMILES	TPT1 inh	HCV core dimer	PP1 inh	CTSL1 counter	PP5 inh	proCasp3 act	GASC-1 inh	Efflux pump mplx	proCasp7 act
O=C(CCn1nc(-c2ccccc2)ccc1=O)N1CCOCC1	-4	-5	-3	-2	-1.2	4	15	0.2	-6
Cc1ccc(C(=O)NCCNC(=O)c2ccco2)cc1C	-1	-5	1	4	0.1	-1	6	0.0	4
CCOC(=O)/C=C/C(=O)Nc1ccccc1C(=O)NC1CCCCC1	0	-1	1	0	3.6	7	-1	-0.2	9
CCCc1nnc(NC(=O)CCC(=O)O)s1	-1	-2	-2	1	-0.8	1	17	0.0	2
O=C(CNC(=O)C1COc2ccccc2O1)N/N=C/c1ccc([N+](=O)[O-])cc1 (stereo not given)	-5	11	0	0	2.3	9	-10	0.1	-4
O=C(CCC1CCCN(C(=O)CCCc2ccccc2)C1)N1CCN(c2ccccn2)CC1 (stereo not given)	0	-1	-1	6	0.6	-1	8	0.0	3
C=CCn1c(N)cc(=O)nc1SCC(=O)Nc1ccc(C(=O)OCC)cc1	0	-4	-2	-2	1.2	8	9	-0.1	9
CCOC(=O)C1C(C)=C(Nc2ccc(OC)cc2)C(=O)N1c1ccc(OC)cc1 (stereo not given)	-3	2	-4	2	-0.4	-4	4	0.0	-1
O=C(c1cncc(Br)c1)N1CCN(S(=O)(=O)c2ccccc2)CC1	2	-3	-1	1	2.2	0	6	0.1	0
CCCCCCOc1ccc(C(CC(=O)O)C(N)=O)cc1 (stereo not given)	-3	3	-2	7	-0.9	3	-2	-0.1	1
COc1ccc(C2(C(=O)O)CCCC2)cc1	2	-2	-1	0	2.4	4	1	-0.3	-10
COc1ccc(/C=C/C(=O)c2ccc(C)c([N+](=O)[O-])c2)cc1O	-1	2	-2	-2	1.5	-12	8	-0.4	13
CC(NC(=O)Cn1c(NCCO)nc2ccccc21)c1ccccc1 (stereo not given)	-5	-7	-5	-3	1.1	-1	-8	0.0	1
CN(N=Nc1cccc([N+](=O)[O-])c1)c1cccc([N+](=O)[O-])c1	2	0	1	0	4.3	-9	-4	0.0	2
O=C1OCCC1Sc1ncnc2sccc12 (stereo not given)	-3	2	8	-1	3.0	-4	12	0.1	0
O=C(NCc1ccccc1)C1CCN(S(=O)(=O)c2cccc3cccnc23)CC1	-1	6	0	-4	4.2	1	.	0.6	3
O=C(c1cccc2c1-c1ccccc1C2)N1CCCCC1	1	-2	1	-4	0.8	9	-4	0.1	6

Full records as entered above. Order of values: TPT1 inh	HCV core dimer	PP1 inh	CTSL1 counter	PP5 inh	proCasp3 act	GASC-1 inh	Efflux pump mplx	proCasp7 act
O=C1OCCC1Sc1ncnc2sccc12 (stereo not given) in the list: -3	2	8	-1	3.0	-4	12	0.1	0
COc1ccc(C2(C(=O)O)CCCC2)cc1 in the list: 2	-2	-1	0	2.4	4	1	-0.3	-10
O=C(c1cccc2c1-c1ccccc1C2)N1CCCCC1 in the list: 1	-2	1	-4	0.8	9	-4	0.1	6
COc1ccc(/C=C/C(=O)c2ccc(C)c([N+](=O)[O-])c2)cc1O in the list: -1	2	-2	-2	1.5	-12	8	-0.4	13
